Keap1-Nrf2 PPI: Keap1-Nrf2 (human) interaction inhibition. Q14145. Keap1 Kelch-Nrf2 peptide fluorescence polarization, 1536-well. inhibition, % at 9.4 µM. hit rate 0.15% among 340,000. AID 504523; in the data active = inhibition above about 12%;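 also: human Keap1 Kelch domain with fluorescein labeled Nrf2 9mer peptide probe; 0% = neutral control wells and 100% = peptide positive control; higher means more block of Keap1 binding to Nrf2 peptide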
SR-BI uptake up: SR-BI HDL lipid transfer activation. CHO ldlA[mSR-BI] cells, DiI-HDL uptake fluorescence, 3 h; 100 = double the neutral-control signal. hit rate 0.096% among 320,000. activation, % at 12.5 µM;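 active = mean replicate activation of at least 60% and every replicate at or above 60%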;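 also: 0% = median plate neutral-control signal and 100% = twice that signal; values of inactives mirror those of a sister screen read the other way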
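System: LDL receptor-deficient CHO ldlA cells overexpressing murine SR-BI | Timing: 3 h uptake period with compound, 37 °C | Medium: HEPES-buffered (25 mM, pH 7.4) F12 plus 0.5% BSA | Dosing: Single-point compound dose | Signal: Bottom-read fluorescence, 550/595 nm | Read-out: Retained DiI signal reflecting DiI-HDL uptake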
PvdQ inh: P. aeruginosa PvdQ acylase inhibition | AID 488965 | hit rate 0.063% among 340,000 | purified PvdQ acylase, fluorescence plate reader | inhibition, % at 10 µM; in the data active = inhibition above about 30%, passing the limit was not always enough;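 also: 0% = vehicle neutral wells and 100% = reference inhibitor wells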
DAGLB inh: blocks human DAGLB lipase activity; Q8NCG7; HEK293T DAGLB membrane lysate, EnzChek fluorogenic substrate; inhibition, % at 5.17 µM; hit rate 0.059% among 340,000; in the data active = inhibition above about 34%;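 also: 0% = enzyme with vehicle and 100% = wells lacking enzyme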
Target sequence (Q8NCG7 whole entry, looked up): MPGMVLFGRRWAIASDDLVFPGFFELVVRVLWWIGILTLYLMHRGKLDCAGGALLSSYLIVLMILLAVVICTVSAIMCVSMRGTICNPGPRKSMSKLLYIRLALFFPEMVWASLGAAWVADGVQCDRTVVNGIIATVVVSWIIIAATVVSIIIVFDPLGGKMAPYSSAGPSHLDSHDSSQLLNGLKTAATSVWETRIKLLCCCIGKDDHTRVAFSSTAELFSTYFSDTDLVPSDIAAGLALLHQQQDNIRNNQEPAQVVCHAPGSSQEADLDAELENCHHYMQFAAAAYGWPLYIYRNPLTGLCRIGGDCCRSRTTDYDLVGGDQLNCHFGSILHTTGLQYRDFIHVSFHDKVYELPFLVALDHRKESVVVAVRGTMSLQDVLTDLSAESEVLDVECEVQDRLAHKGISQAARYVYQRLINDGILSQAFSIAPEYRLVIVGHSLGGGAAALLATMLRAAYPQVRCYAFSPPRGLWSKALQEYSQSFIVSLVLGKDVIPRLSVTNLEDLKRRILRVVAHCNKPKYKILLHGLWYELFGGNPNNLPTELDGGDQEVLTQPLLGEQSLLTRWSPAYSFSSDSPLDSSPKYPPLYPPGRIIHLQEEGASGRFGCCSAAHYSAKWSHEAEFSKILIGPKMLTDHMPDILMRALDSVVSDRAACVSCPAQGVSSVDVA
NSD2 HMT inh: inhibitors of human histone methyltransferase NSD2; O96028; NSD2 peptide methylation, AlphaScreen, 120 min; AID 743445; inhibition, % at 12.5 µM; hit rate 0.54% among 310,000; in the data active = inhibition above about 50%
LANA DNA inh: inhibitors of KSHV LANA C-terminal domain DNA binding | MBP-C-LANA/FAM-LBS DNA binding, fluorescence polarization | inhibition, % at 9 µM | hit rate 0.078% among 340,000;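 active = highest replicate inhibition at or above 60% at 9 µM, even if other replicates fall short; inactive = all replicates below 60% inhibition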;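 also: 0% = neutral control wells and 100% = 4 µM acridine orange control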
PKA-R2B activ: activators of human PKA-R2B complex | PKA-R2B holoenzyme dissociation, Cy5-IP20 fluorescence polarization; R2B truncated from residue 108, S112A mutant; 0% DMSO only, 100% 113 µM cGMP | P22694+P31323 | hit rate 0.079% among 340,000 | activation, % at 11.4 µM;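 active = activation above a cutoff set at the mean over all compounds plus 3 SD, cut at about 18% in these data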;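 also: higher means more holoenzyme dissociation and a rise in polarization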
Target sequence (P31323 whole entry, looked up, other chains not shown, the tested form may be a part): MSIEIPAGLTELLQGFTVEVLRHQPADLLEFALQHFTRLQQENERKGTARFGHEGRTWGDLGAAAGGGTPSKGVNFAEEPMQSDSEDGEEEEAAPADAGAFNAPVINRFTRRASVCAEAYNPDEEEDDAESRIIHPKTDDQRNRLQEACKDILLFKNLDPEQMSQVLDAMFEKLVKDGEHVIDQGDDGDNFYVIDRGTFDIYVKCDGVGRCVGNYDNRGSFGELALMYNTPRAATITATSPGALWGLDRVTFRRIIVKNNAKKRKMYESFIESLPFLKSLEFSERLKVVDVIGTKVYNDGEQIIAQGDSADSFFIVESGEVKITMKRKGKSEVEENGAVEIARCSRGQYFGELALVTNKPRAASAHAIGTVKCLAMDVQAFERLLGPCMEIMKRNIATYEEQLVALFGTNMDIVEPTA
Arr AP2 block: inhibitors of human beta-arrestin and AP2 interaction | FITC-arrestin peptide / GST-AP2 beads, flow cytometry; AP2 beta2 appendage carries R879A mutation | inhibition, % at 10 µM | hit rate 0.31% among 340,000 | AID 504490;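 active = inhibition above a set limit, near 3 SD of compounds lacking own fluorescence, cut at about 54% in these data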;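 also: plate controls were DMSO wells for no effect and 5 µM unlabelled arrestin peptide for full effect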
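Test system: GST-tagged AP2 beta2-adaptin appendage (R879A) on 4 µm glutathione beads; also added: fluorescein-tagged arrestin peptide at 50 nM final; timing: 12 min plus 1 h, RT; signal: flow cytometry, FL1 (488/535 nm); read-out: percent drop in bead-associated FITC signal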
SR-BI HDL uptake: blocks mouse SR-BI lipid uptake from DiI-HDL; ldlA[mSR-BI] CHO cells, DiI-HDL uptake fluorescence, 3 h; inhibition, % at 12.5 µM; hit rate 0.96% among 320,000;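 active = mean replicate inhibition of at least 70% and a set share of replicates each scoring 70 or more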;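 also: 0% = median of neutral control wells and 100% = median of positive control wells; values of inactives mirror those of a sister screen read the other way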
Cardiac RTF inh: cardiac RTF calcium desensitization; inhibition, % at 7.15 µM; IANBD-labeled cardiac RTF, Ca2+ fluorescence; hit rate 0.12% among 340,000; AID 493244;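 active = inhibition above the mean inhibition of all tested compounds plus 3 SD, cut at about 17% in these data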;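 also: assay run at fixed EC70 calcium of 1.6 mM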
The depositor's hits bear a star; i = inactive; . = no result given.

molecule	Keap1-Nrf2 PPI	SR-BI uptake up	PvdQ inh	DAGLB inh	NSD2 HMT inh	LANA DNA inh	PKA-R2B activ	Arr AP2 block	SR-BI HDL uptake	Cardiac RTF inh
COc1ccccc1OCc1nnc(SCC(=O)N2CCCCC2)n1-c1ccccc1	-1	-5	-15	1	1	-1.2	-15	4	5	-3
CC(C)Oc1cccc(C(=O)NC(=S)Nc2cccc(C(F)(F)F)c2)c1	4	-3	9	-15	0	0.3	-9	27	3	1
O=C(COC(=O)C1(c2ccc(F)cc2)CCCC1)N1CCOCC1	-3	0	-18	-2	-1	0.0	-7	-10	0	0
CCOC(=O)C1=C(C)NC2=C(C(=O)CC(C)(C)C2)C1c1coc2ccccc2c1=O (configuration not stated)	-1	1	-13	-2	0	-2.2	-10	2	-1	0
CCCc1cc(=O)oc2cc3oc(C)c(C)c3cc12	-5	-63	-10	-2	.	-0.3	5	1	63	-3
O=C1CC(c2ccco2)Cc2nc(NCC3CCCO3)ncc21 (configuration not stated)	3	17	-10	-2	-3	5.6	4	6	-17	-13
CCSc1nc2sc3c(c2c(=O)[nH]1)CCc1ccccc1-3	-4	-18	6	0	2	1.1	0	1	18	8
COc1cc2ccccc2cc1C(=O)OCC(=O)c1c(N)n(C)c(=O)n(C)c1=O	-1	-22	-11	-2	-2	-3.3	7	-3	22	0
O=C1CCCC2=C1Sc1ccc(Cl)cc1N2	-13	-45	-16	2	2	3.6	-2	-10	45	-9
COc1ccccc1CNC(=O)CCC(=O)n1ncc2cc(C)ccc21	-4	9	1	-7	.	-0.3	1	25	-9	-5
Cc1ccc(S(=O)(=O)N(CC(=O)N/N=C/c2ccco2)Cc2ccccc2)cc1	3	29	-14	0	3	0.8	12	-2	-29	-4
COc1cc(N)cc(NC(=O)c2ccncc2)c1	-5	25	-13	-2	0	-1.4	-5	1	-25	-1
COc1ccc(S(=O)(=O)NCCCN2CCCC2=O)cc1OC	7	3	4	3	0	-0.1	-1	8	-3	-2
COc1cc2c(cc1N/C=C(\C#N)c1nc(-c3ccc(F)cc3)cs1)oc1ccccc12	1	.	9	0	.	0.7	-8	38	.	1
Cc1oc(-c2ccccc2F)nc1CS(=O)CC(=O)NCc1ccccc1 (configuration not stated)	0	3	-16	-1	-2	2.6	-8	2	-3	-3
CCN1C(=O)c2cccc3c(S(=O)(=O)Nc4ccncc4)ccc1c23	-2	3	3	-3	-1	-1.5	-7	15	-3	-6
CCOC(=O)c1cc(-c2ccccc2)n(CC2CC(c3ccc(OC)cc3)=NO2)n1 (configuration not stated)	-8	-33	1	-4	.	-0.2	-11	-3	33	-3
CCc1ccc(/C=C2\SC(=S)N(CCCC(=O)Nc3ccccn3)C2=O)cc1	5	5	-6	1	-1	6.9	0	0	-5	1
O=C(Nc1nc(-c2ccc(F)c(F)c2)cs1)c1cc([N+](=O)[O-])ccc1N1CCOCC1	-5	-55	-7	0	-1	0.1	-4	-3	55	-1
Cc1nnc(SCC(=O)Nc2ccc(Cl)cn2)[nH]c1=O	-5	.	-10	1	-1	0.9	4	1	.	-2
O=C(CSc1ccc2nnc(-c3ccccn3)n2n1)N1CCN(c2ccccc2)CC1	0	13	6	1	.	-1.5	-1	-4	-13	-7
O=C(NCC1CCCN(C(=O)c2cscn2)C1)c1ccc(-c2ccccc2)cc1 (configuration not stated)	-2	-18	-3	-1	-4	0.1	5	19	18	-2
Cc1cccc[n+]1CC(=O)c1ccc([N+](=O)[O-])cc1	0	12	1	0	.	0.5	1	43	-12	-1
O=C(CN1C(=O)c2ccccc2C1=O)Nc1ccc(-c2nc3ccccc3o2)cc1	-4	-14	-5	1	32	-2.2	2	-1	14	-1
O=C(c1cccc(S(=O)(=O)N2CCCC2)c1)N1CCN(Cc2ccccc2)CC1	-5	0	10	0	0	-0.4	0	9	0	-3
CCOc1cc(/C=C2\N=C(C)OC2=O)cc(Cl)c1OCC(=O)OC	-1	20	-1	-2	-2	0.2	-7	15	-20	-5
O=C1CC(=O)CC(c2ccccc2)C1	-3	5	-6	2	-2	-0.8	-10	15	-5	-1
CCN(CC)c1ccc2c(Cl)c(Br)c(=O)oc2c1	0	22	18	-16	.	-1.6	-7	4	-22	-8
Cc1ccc(S(=O)(=O)N2CCN(C(=O)C3CC(=O)N(c4ccc5c(c4)OCCO5)C3)CC2)cc1 (configuration not stated)	2	3	-3	0	2	-0.7	-10	-5	-3	0
CC12CC3(C)CC(C)(C1)CC(C(=O)Nc1nn[nH]n1)(C2)C3	-4	-3	-16	3	0	0.2	-2	-1	3	-16
CC(C)c1ccc(C(=O)N(c2ccccn2)C(C)c2ccco2)cc1 (configuration not stated)	3	16	11	-7	1	-0.2	-17	19	-16	-3
Cc1ccc(-c2nn(CC(N)=O)c(=O)c3ccccc23)cc1S(=O)(=O)N(C)C	-6	20	-6	1	-1	2.5	-4	6	-20	4
CCOc1cccc2cc(C(=O)Nc3cc(C)on3)c(=O)oc12	0	5	-5	1	2	-3.3	6	-7	-5	-6
COc1ccc(NC(=O)CCN2C(=O)c3ccccc3S2(=O)=O)cc1	0	21	4	-1	5	-1.9	2	17	-21	0
COc1ccc2cc3cc(C(=O)N(C)C4CCCCC4)oc3nc2c1	-4	-7	-9	-3	-5	0.7	-8	-2	7	4
COc1ccc(S(=O)(=O)N2CCOC2CNC(=O)C(=O)NCc2ccccn2)cc1C (configuration not stated)	-3	11	0	-1	-2	-0.8	2	7	-11	-2
CC(=O)c1cccc(S(=O)(=O)N2CCCC(c3nc(-c4ccc(C)o4)no3)C2)c1 (configuration not stated)	-7	-6	0	0	.	-0.8	-9	49	6	-2
CCCc1nc(SCC(N)=O)[nH]c(=O)c1CC	7	14	-9	-1	1	1.9	3	0	-14	1
COc1ccc(-c2[nH]ncc2CN(C)CCc2c(C)n[nH]c2C)c(F)c1	-5	-6	5	0	-2	1.2	-3	13	6	0
COc1ccc(N(CC(=O)NCc2ccccc2)S(=O)(=O)c2c(C)n[nH]c2C)cc1	-1	32	5	0	-6	0.3	2	17	-32	1
CC1(C)CC(=O)C2=C(C1)N(C1CCCCC1)C(=O)C2(O)C(F)(F)F (configuration not stated)	-3	-3	-12	1	0	0.5	-7	6	3	-7
CC(C)(C)NC(=O)COC(=O)c1ccc(F)cc1Cl	2	18	-2	0	-3	-0.1	-1	16	-18	3
Cc1nn(C)c(C)c1CN(C)C(=O)C1CCC(=O)N(C2CCCCCC2)C1 (configuration not stated)	-1	25	-4	-3	9	0.0	-8	34	-25	-2
Cc1ccc(Cl)c2c1NC(=O)C2=O	2	8	-5	0	.	0.9	-19	-4	-8	-1
CC(=O)c1cccc(NC(=O)c2ccc(NC(=O)CC3SC(N4CCCCC4)=NC3=O)cc2)c1 (configuration not stated)	-3	-70	-16	2	-1	-2.4	10	-9	70	-6
C(#CCN1CCOCC1)COCCOC(c1ccccc1)c1ccccc1	-1	35	-11	4	4	-0.4	-4	10	-35	-3
COc1ccc(CCN(C)C(=O)CNC(=O)c2ccccc2F)cc1OC	2	14	-10	-1	3	1.5	3	-13	-14	-6
CC1CCCN(S(=O)(=O)c2ccc3c(c2)c(=O)nc2ccccn23)C1 (configuration not stated)	-5	.	0	-2	-3	-0.2	-2	-2	.	5
Cc1cc(OCCn2cnc3ccccc3c2=O)ccc1[N+](=O)[O-]	0	30	-13	0	-2	2.5	-9	8	-30	6
CN(C)C(=O)c1ccc(NC(=O)COC(=O)c2cc3c(s2)CCCCC3)cc1	-5	-9	-11	-4	-1	1.9	-6	-4	9	-6

Ordered by heavy-atom count (lowest first): some entries from above.
molecule	Keap1-Nrf2 PPI	SR-BI uptake up	PvdQ inh	DAGLB inh	NSD2 HMT inh	LANA DNA inh	PKA-R2B activ	Arr AP2 block	SR-BI HDL uptake	Cardiac RTF inh
CCN(CC)c1ccc2c(Cl)c(Br)c(=O)oc2c1	0	22	18	-16	.	-1.6	-7	4	-22	-8
CCOc1cccc2cc(C(=O)Nc3cc(C)on3)c(=O)oc12	0	5	-5	1	2	-3.3	6	-7	-5	-6
COc1ccc(CCN(C)C(=O)CNC(=O)c2ccccc2F)cc1OC	2	14	-10	-1	3	1.5	3	-13	-14	-6

Later entries.
molecule	Keap1-Nrf2 PPI	SR-BI uptake up	PvdQ inh	DAGLB inh	NSD2 HMT inh	LANA DNA inh	PKA-R2B activ	Arr AP2 block	SR-BI HDL uptake	Cardiac RTF inh
Cc1ccc(NC(=S)N2CCN(C3CCCCC3)CC2)cc1	-1	4	-5	0	-2	-0.4	-3	-4	-4	-7
CN(C1CCCCC1)S(=O)(=O)c1ccc(-n2cnnn2)cc1	-3	43	-4	-2	-1	0.3	-9	28	-43	-3
CCN(CC)c1ccc(/C=N/N2CC(=O)NC2=S)cc1	-2	10	-5	0	1	3.6	1	-6	-10	4
O=C(Nc1ccccc1)N1CCCC(c2nc(-c3ccc(F)cc3)no2)C1 (configuration not stated)	-3	23	-21	-5	46	0.7	-11	2	-23	-6
Nc1ccc(-c2c3ccc(=O)cc-3oc3cc(O)ccc23)c(C(=O)O)c1	-17	18	10	-162	9	171*	-7	-121	-18	i
Nn1c(-c2ccc(O)cc2)nnc1-c1ccc(O)cc1	0	4	-10	0	.	-0.4	6	-6	-4	-5
CC(C)(C)CC(C)(C)NCC(=O)Nc1c2c(nc3ccccc13)CCC2	0	2	-3	0	-2	0.3	-12	6	-2	-21
COc1nn(CC(=O)N2N=C(C)CC2(O)C(F)(F)F)cc1[N+](=O)[O-] (configuration not stated)	4	-19	-12	0	0	-0.2	-11	-2	19	-5
O=C(O)CSc1nc2c(c(C(F)(F)F)n1)CCc1ccccc1-2	-4	6	0	3	-5	1.7	-3	5	-6	0
COc1cccc2[nH]c(C(=O)NCCc3ccccc3)cc12	0	-25	-8	-5	-8	-1.0	1	-22	25	2
COc1ccc(NC(=O)COC(=O)c2cc(C)oc2C)c([N+](=O)[O-])c1	1	-19	-15	-8	-1	-0.5	1	-8	19	-7
Cc1cccc(CN2CCC(CNC(=O)C3CCCN(S(=O)(=O)c4cnc[nH]4)C3)CC2)c1 (configuration not stated)	2	-40	-8	-1	.	-0.7	-15	-1	40	-9
C/C=C/C=C/C(=O)Nc1nccs1	-1	35	-10	1	10	2.2	15	-5	-35	1
C/C=C/C=C\C(=O)Nc1cccc(C2=NOC3(C2)C[C@H](C(N)=O)N(C(=O)CC#N)C3)c1 (some centres not stated)	-8	-15	0	2	.	3.6	-6	9	15	-1
COc1ccc(S(=O)(=O)Cc2ccc(C(=O)NCc3ccccn3)o2)cc1	2	13	-18	-1	.	0.1	-6	1	-13	-8
CCOc1cc(Br)cc(/C=C2\SC(=Nc3ccccc3)NC2=O)c1O	1	22	4	5	5	1.7	-9	22	-22	0
COc1cc(OC)cc(-c2c(C#Cc3ccsc3)c3cc(-c4ccc(OC)c(OC)c4)ccc3n2C)c1	-5	-40	-13	-3	.	-1.7	7	-6	40	-1

Screens (PubChem BioAssay)
